# High-throughput results: PubChem BioAssay, National Center for Advancing Translational Sciences (NCATS)
# AMA1-RON2 inh: disrupts binding of P. falciparum AMA1 to RON2 | 360,000 tested, 0.2% active | Potency, µM (highest dose often 58.2 µM), inactives show at the highest dose activity change, negative = inhibition, hits mostly inhibitors | AlphaScreen AMA1-biotinylated RON2 peptide binding;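 further: potency means the concentration at half of the fitted maximal effect; 0% = vehicle wells and -100% = peptide control; nearly all actives have a fitted effect of over 45% in size; some results filed as inactive show a strong effect at the top dose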
#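 AMA1 (3D7) with his tag at 25 nM final met compounds first, then biotinylated RON2 peptide at 25 nM; detection used donor plus acceptor beads, 10 µg/mL apiece, read by AlphaScreen after 30 min at room temperature.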
# Giardia FBPA inh: blocks Giardia fructose-bisphosphate aldolase activity. purified Giardia FBPA. A8B2U2. Potency, µM (series often up to 59.6 µM), inactives show at the top dose activity, negative = inhibition, hits mostly inhibitors. 290,000 tested, 0.71% active; further: potency means the concentration at half of the fitted maximal effect; on the % scale 0 is the no-effect control and ±100 the full control effect; nearly all actives have a fitted effect of over 55% in size
# Target sequence (A8B2U2 whole entry, looked up): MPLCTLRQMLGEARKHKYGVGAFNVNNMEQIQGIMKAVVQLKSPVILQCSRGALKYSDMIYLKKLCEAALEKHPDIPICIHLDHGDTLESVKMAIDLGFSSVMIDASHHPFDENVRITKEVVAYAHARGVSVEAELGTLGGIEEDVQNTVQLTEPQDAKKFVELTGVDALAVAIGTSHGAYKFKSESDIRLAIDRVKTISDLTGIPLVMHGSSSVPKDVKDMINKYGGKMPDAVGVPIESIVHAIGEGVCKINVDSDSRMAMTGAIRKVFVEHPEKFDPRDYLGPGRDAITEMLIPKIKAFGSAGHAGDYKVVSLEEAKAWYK
#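 Giardia FBPA (40 nM reagent) was preincubated 10 min at RT with compound (up to 57.5 uM final), then substrate plus GAPDH/TPI/NAD/arsenate coupling system with diaphorase/resazurin was added; resorufin fluorescence (525/598 nm) was read after 20 min.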
# HCMV inh: blocks human cytomegalovirus replication; HFF cells, HCMV-luciferase reporter, 72 h; stronger effect = lower value; activity change, negative = inhibition, % at 57.5 µM; 410,000 tested, 4.5% active; AID 1259415; in the data active means activity change below about -60%; inconclusive means no clear call, values can overlap the other calls; inactive means above about -39%; further: on the % scale 0 is the no-effect control and ±100 the full control effect
#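 After 16 h attachment at 37C, HFF cells received test compound and HCMV-luciferase (1 PFU/cell); reporter luminescence read 72 h later, data normalized against buffer-only and known inhibitor Salinomycin.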
# AmpC no deterg: inhibitors of E. coli AmpC beta-lactamase without detergent. P00811. AmpC nitrocefin hydrolysis, absorbance 480 nm, 0.0001% Triton. Potency, µM (series often up to 57.1 µM), without a hit: at the highest dose activity change, negative = inhibition, actives largely listed as inhibitors. 330,000 tested, 0.52% active. AID 485341;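 further: potency means the concentration at half of the fitted maximal effect; plate controls were no compound for no effect and no enzyme for full effect; nearly all actives have a fitted effect of over 20% in size; some results filed as inactive show a strong effect at the top dose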
# Target sequence (P00811 whole entry, looked up): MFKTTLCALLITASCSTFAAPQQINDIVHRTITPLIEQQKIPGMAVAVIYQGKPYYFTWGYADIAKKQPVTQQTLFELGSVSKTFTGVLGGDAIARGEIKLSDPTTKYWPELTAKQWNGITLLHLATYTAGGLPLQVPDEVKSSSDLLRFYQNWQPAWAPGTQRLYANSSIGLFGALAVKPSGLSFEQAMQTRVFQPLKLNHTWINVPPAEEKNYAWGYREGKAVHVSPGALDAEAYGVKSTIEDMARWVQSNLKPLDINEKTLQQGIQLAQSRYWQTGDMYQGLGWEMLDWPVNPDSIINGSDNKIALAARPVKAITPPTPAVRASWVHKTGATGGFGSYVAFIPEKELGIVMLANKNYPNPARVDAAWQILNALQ
#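 20 mM phosphate pH 7.0 + 0.01% (detergent screen) or 0.0001% Triton X-100; 5.3 nM AmpC reagent; cpd preinc 15 min RT; nitrocefin (800 uM stock) to start; A480 q20 s × 4 min; Activity was normalised to no-enzyme and no-compound control wells.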
# AmpC inh detg: blocks E. coli AmpC beta-lactamase in detergent assay | 370,000 tested, 0.041% active | P00811 | AmpC hydrolysis of nitrocefin, absorbance 480 nm, 0.01% Triton | Potency, µM (highest dose often 114 µM), for the others: at the highest dose activity change, negative = inhibition, usual class: inhibitors | AID 485294;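 further: potency means the concentration at half of the fitted maximal effect; 0% = no-compound wells and -100% = no-enzyme wells; nearly all actives have a fitted effect of over 25% in size; some results filed as inactive show a strong effect at the top dose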
#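 AmpC (5.3 nM in the dispensed reagent) in 20 mM phosphate pH 7.0 with 0.01% (detergent screen) or 0.0001% Triton X-100 was preincubated with compounds for 15 min at room temperature. Nitrocefin was then added from an 800 uM solution, and hydrolysis was followed at 480 nm.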
# Shiga inhibitor: Shiga toxin inhibition; Vero cells, Shiga toxin protein synthesis inhibition reporter; inhibition, % at 38.7 µM; 290,000 tested, 9.2% active; AID 2315; in the data active means inhibition mostly above about 28%, no sharp cut-off; inactive means mostly below about 43%; further: 0% is about no effect
# CHX counter: affects cycloheximide protein synthesis inhibition readout, counter-screen. max response, %. cell reporter, cycloheximide protein synthesis inhibition counterscreen. 300,000 tested, 12% active. AID 2314; in the data active means max response mostly above about 13%, no sharp cut-off; inactive means mostly below about 14%; further: read at 38.3 µM for the half of the compounds with a filed dose; 0% is about no effect
# An asterisk follows results filed as active; ? = inconclusive; · = not tested or not shown; & = joins results of further samples; [ ] = dose if it differs, or a comment. Unless noted, the call rests on the fitted dose curve; in most records, active means well fitted curve in the direction sought with a large enough effect; inconclusive means small, poorly fitted or top-dose-only effect, or another doubt; inactive means no such curve, though single readings can be large; an effect the other way counts as inactive or inconclusive.
# Start of the data: the first 2 compounds, ahead of the listing:
SMILES,AMA1-RON2 inh,Giardia FBPA inh,HCMV inh,AmpC no deterg,AmpC inh detg,Shiga inhibitor,CHX counter
CCn1c(=O)c2ccccc2n(CC(=O)NCCC2=CCCCC2)c1=O,0%,1%,-12,-7%,?,-14,-3
Cc1ccc(S(=O)(=O)NC(c2ccccc2)C(C)C(=O)n2nc(C)cc2C)cc1 (stereo unspecified),-2%,0%,-23,-4%,3%,-10,7

# The list itself (from the top)
SMILES,AMA1-RON2 inh,Giardia FBPA inh,HCMV inh,AmpC no deterg,AmpC inh detg,Shiga inhibitor,CHX counter
CCn1c(=O)c2ccccc2n(CC(=O)NCCC2=CCCCC2)c1=O,0%,1%,-12,-7%,?,-14,-3
Cc1ccc(S(=O)(=O)NC(c2ccccc2)C(C)C(=O)n2nc(C)cc2C)cc1 (stereo unspecified),-2%,0%,-23,-4%,3%,-10,7
CC(C)CNC(=O)C1CCCN(S(=O)(=O)c2ccc(-n3cnnn3)cc2)C1 (stereo unspecified),0%,5%,28,7%,-13%,-14,-4
O=C(NCc1ccco1)C(c1ccco1)N(Cc1cccs1)C(=O)Cn1nnc2ccccc21 (stereo unspecified),11%,-5%,10,-13%,-6%,52*,19*
CCOc1ccc(N2C(=O)C3C(C2=O)C3(c2ccccc2)c2ccccc2)cc1 (stereo unspecified),-28%,-4%,-9,-28%,-13%,24,-1
N[C@@H](Cc1cc(CP(=O)(O)O)cc(-c2ccccc2Cl)c1)C(=O)O,·,?,·,·,·,24,6
CC1CCc2sc(C(=O)N/N=C/c3ccc(O)cc3)cc2C1 (stereo unspecified),-6%,-2%,-64*,-57%,6%,54*,45*
Cn1c(N)c(C(=O)COC(=O)c2cc(C3CC3)nc3ccccc23)c(=O)n(Cc2ccccc2)c1=O,3%,-17%&-8%,58,0%,-11%,-21,-4
CC1(C)CC(CCN)(Cc2ccccc2Cl)CCO1 (stereo unspecified),28%,-1%,-14,44%,5%,-8,-4
CC(OC(=O)C1CC1)C(=O)Nc1ccc([N+](=O)[O-])cc1Cl (stereo unspecified),-4%,-2%,-32,-27%,2%,6,-3
O=C(CSc1nnnn1-c1ccccc1)Nc1ccccc1,4%,-15%,-21,-23%,-8%,2,1
CC1CC(C)CN(S(=O)(=O)c2ccc(NC(=O)C3CC(=O)N(Cc4ccccc4)C3)cc2)C1 (stereo unspecified),-4%,·,3,54%,-8%,-3,-1
CCOc1nc(-c2ccccc2Cl)nc2ccccc12,-13%,5%,3,-15%,1%,-6,-1
CCC(c1nnnn1Cc1ccco1)N(CCN1CCOCC1)Cc1cc2cc(C)ccc2[nH]c1=O (stereo unspecified),10%,?,53,104%[activator],-4%,-7,-1
O=C(O)Cc1sc(-c2ccccc2Cl)nc1-c1ccccc1,-13%,?,59,-48%,4%,-7,4
O=C(N/N=C/c1ccsc1)c1cc(-c2cccs2)nc2ccccc12,8%,0%,-39,-24%,6%,-7,1
O=C(O)C1CCN(C(=O)COc2ccc(Br)cc2)CC1,15%,6%,-36,-11%,-1%,15,0
Cc1[nH]c2ccccc2c1/C=N\NC(=O)c1ccco1,4%,·,?,0%,-13%,57*,30*
COc1ccc(OC)c(NC(=O)C2CCN(c3ncccn3)CC2)c1,8%,1%,9,9%,-9%,-12,-2
Cc1nn(-c2ccc(F)cc2)c(Cl)c1/C=N/NC(=O)c1cccc(S(=O)(=O)N2CCCC2)c1,8%,0%,-8,-20%,0%,-4,-1
CC1CN(S(=O)(=O)c2ccc(C(=O)NC3CCCCC3)cc2)CC(C)O1 (stereo unspecified),4%,·,-11,25%,·,·,·
O=C(Nc1ccccc1F)c1ccc([N+](=O)[O-])s1,-19%,-5%,?,-12%,2%,83,38*
COc1ccc(CNC(=O)CCN2C(=S)NC(C)(C)CC2C)cc1 (stereo unspecified),4%,-3%,22,-15%,0%,-8,2
Cc1ccc(-c2nc(C#N)c(N3CCC(C(N)=O)CC3)o2)cc1,14%,-2%,-23,-1%,2%,13,-1
COc1ccc(C(O)C(CN2CCOCC2)c2ccccc2)cc1F (stereo unspecified),-4%,-15%,-8,-9%,3%,9,2
O=C(NCCC(=O)N(CCc1ccccc1)Cc1ccccc1)c1ccccc1Cl,37%[activator],·,-21,36%,-18%,·,·
CC(C)CN(CC(C)C)S(=O)(=O)N1CCC(C(=O)NCc2ccc3c(c2)OCO3)CC1,7%,8%,-33,6%,4%,21,-5
O=C(Nc1ccc(Cl)cn1)c1ccc(Oc2ccccc2)cc1,13%,1%,39,-21%,?,32*,34*
Cc1ccc(NC(=O)c2cc(S(=O)(=O)N3CCCC3)cn2C)cc1C,9%,11%,-10,-14%,-5%,-2,-1
O=C(Nc1cccc(S(=O)(=O)NC2=NCCCCC2)c1)c1cc(-c2ccc(Cl)cc2)nc2ccccc12,9%,-9%,-38,?,-6%,14,-4
CC(=O)CCC(=O)OCC(=O)c1ccc(C(F)(F)F)cc1,5%,0%,24,-3%,-3%,-3,15
CN1C(=O)[C@H]2[C@@H](/C=C/c3ccccc3)N3C(=O)CN(CCO)C(=O)[C@@]3(C)[C@H]2C1=O,10%,1%,22,9%,?,-5,-2
COc1ccc(C(=O)c2oc3ccc(OC)cc3c2NC(C)=O)cc1,-11%,-1%,-12,-23%,1%,-4,0
CCOC(=O)CCNC(=O)N1CCCC(CNS(=O)(=O)Cc2ccccc2)C1 (stereo unspecified),18%,4%,15,-11%,9%,-1,-1
CCc1cc2c(SCC(=O)N(CC)c3c(N)n(Cc4ccccc4)c(=O)[nH]c3=O)ncnc2s1,1%,1%,-17,-9%[11.4 µM],-13%,-7,-3
c1ccc(-c2nc3nc4ccccc4nc3n2CC2CCCO2)cc1 (stereo unspecified),-3%,0%,27,28%,0%,30,30*
O=C(NCCCO)c1cc2c(cn1)[nH]c1ccccc12,29%,10%,32,-9%,2%,43,27*
Cc1noc(C)c1CSc1nc2ccccc2c(=O)n1-c1ccc(Cl)cc1,-3%,-2%,11,-47%,-2%,-22,-2
COc1cccc(NC(=O)c2ccc3c(c2)OCCO3)c1,3%,-1%,32,-5%,3%,23,15
Cc1ccc(S(=O)(=O)N2CCC(C(=O)N[C@@H](C)C(=O)NCc3ccccc3)CC2)cc1,18%,6%,?,52%,?,8,7
N/C(=N/OC(=O)c1ccccc1Cl)c1nonc1N,-19%,-6%,-12,-27%,-5%,90*,38*
CC1=NCCc2c1[nH]c1ccccc21,?,-15%,18,-6%,?,-17,-1
CCCCn1ccnc1C(=O)c1ccc(S(=O)(=O)N(CCOC)CCOC)cc1,-4%,-3%,2,87%[activator],-3%,-14,1
COc1ccc(N(CC(=O)NCCSc2ccccc2)S(=O)(=O)c2ccccc2)c(OC)c1,?,·,-5,-2%,·,·,·
O=C(O)CCN1CCc2ccccc2C1c1cccs1 (stereo unspecified),4%,3%,17,-17%,-4%,-3,-3
c1ccc(Nc2nc(N3CCCCC3)nc(N3CCCCC3)n2)cc1,2%,0%,16,-30%,-19%,-19,-2
COc1cc(CC(NC(C)=O)C(=O)NC2CCN(C(=O)Nc3ccccc3Cl)CC2)cc(OC)c1 (stereo unspecified),-3%,5%,-23,50%,-4%,24,-4
COC(=O)c1ccc2c(=O)n(-c3ccc(OC)cc3)c(=S)[nH]c2c1,58%[activator],1%,?,-5%,-9%,-1,-7
CN(C)CCCN(Cc1ccccc1)C(=S)Nc1ccc(SC(F)F)cc1,-3%,2%,?,40%,-6%,20,1
O=C(N1CCOCC1)N1CCN(c2ccccn2)CC1,5%,3%,-9,-15%,1%,-4,-4
CC(C)CCNC(=O)c1onc(CSc2ccncc2)c1C(=O)NCCC(C)C,-10%,-3%,-15,32%,-1%,-3,-2
CN1C(=O)[C@H]2[C@@H](C3CC3)N3C(=O)CN(CC4CC4)C(=O)[C@@]3(C)[C@H]2C1=O,1%,0%,?,-18%,?,-4,-4
CCc1c(C)n([O-])c2c([n+]1=O)CCC2,-5%,2%,-16,-6%,?,-10,-1
COc1ccc([C@H]2CC(=O)C=C(c3c(OC)cccc3OC)C2)cc1,-8%,·,25,0%,-4%,·,·
COc1ccc(Cl)cc1N1C(=O)C2CCCN2C1c1sccc1C (stereo unspecified),-8%,-7%,-3,8%,-5%,-2,-3
O=C(CCNS(=O)(=O)c1ccccc1C(F)(F)F)N1CCN(c2ccccc2O)CC1,28%,·,-14,25%,0%,·,·
O=C(Nc1ccccc1N1CCCCC1)c1ccc(Cl)c([N+](=O)[O-])c1,?,-8%,25,-18%,-5%,14,2
COc1cccc(C(C(=O)NC2CCCC2)N(Cc2ccc(C)cc2)C(=O)c2ccco2)c1OC (stereo unspecified),5%,2%,-9,72%[activator],4%,18,-3
Cc1cc(=O)oc(C)c1C(=O)Nc1c(C)n(C)n(-c2ccccc2)c1=O,-19%,3%,25,-24%,?,-3,-4
COc1ccc(C(=O)Nc2cccc(C(C)=O)c2)cc1S(=O)(=O)N1CCOCC1,4%,3%,49,-9%,?,-9,2

# Results in AmpC inh detg (3 entries from above):
Structure | AmpC inh detg
CN1C(=O)[C@H]2[C@@H](C3CC3)N3C(=O)CN(CC4CC4)C(=O)[C@@]3(C)[C@H]2C1=O | ?
O=C(O)CCN1CCc2ccccc2C1c1cccs1 (stereo unspecified) | -4%
COc1ccc(Cl)cc1N1C(=O)C2CCCN2C1c1sccc1C (stereo unspecified) | -5%

# (listing goes on)
SMILES,AMA1-RON2 inh,Giardia FBPA inh,HCMV inh,AmpC no deterg,AmpC inh detg,Shiga inhibitor,CHX counter
CCn1c(SCC(=O)Nc2ccc3c(c2)OCO3)nc2c(c1=O)SC(C)C2 (stereo unspecified),-1%,4%,?,2.8µM*,-1%,9,6
O=C(CSc1ccc(S(=O)(=O)N2CCCCC2)cn1)Nc1ccccc1Br,3%,·,-9,-18%,1%,·,·
O=c1nc2ccccc2c(NS(=O)(=O)c2ccc(Cl)cc2)n1-c1ccccc1,-9%,9%,4,-21%,2%,-13,-5
CC(=O)Nc1ccc(S(=O)(=O)NCC(=O)OCc2ccccc2)cc1,-5%,3%,23,-20%,-9%,-1,-5
Clc1ccc(Cn2c(CN3CCCC3)nc3ccccc32)cc1,·,-1%,·,77%[activator],2%,-8,-3
Cc1c(C(=O)O/N=C(\N)c2ccccn2)cccc1[N+](=O)[O-],40%[activator],1%,8,-10%,-2%,28,22*
Cc1ccc(-n2c(C)cc(C)c(C#N)c2=O)cc1C,2%,0%,?,-19%,0%,10,-1
CCN(CC)C(=O)C(Cc1ccccc1)N1C(=O)c2ccccc2C1=O (stereo unspecified),3%,2%,27,34%,1%,-8,-2
CC(=O)c1ccc(S(=O)(=O)N(C)CCCC(=O)N(C)Cc2c(F)cccc2Cl)cc1,-21%,2%,?,99%[activator],-3%,-3,-7
CSc1nc(C(=O)N2CCCC(Nc3ccc(C)c(C)c3)C2)cs1 (stereo unspecified),-23%,-2%,?,65%[activator],2%,1,-1

# Compounds as they come; 16% or so of the library scored in one or more.
